TRPV1 ag: HTS Assay for Compounds that Act as Agonists of the Vanilloid Receptor 1. Transient receptor potential cation channel subfamily V member 1 (Homo sapiens), Q8NER1. TRPV1-expressing cells, Fluo-8 calcium influx, agonist mode. activation, % at 8.33 µM. 320,000 compounds, 0.19% hits. AID 540275, 2011; in the data active = activation above about 80%; inconclusive = between about 30% and that limit; note: 0% is about no effect
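TRPV1-expressing cells were cultured overnight at 35.5C and loaded with Fluo-8 calcium dye for 40 to 90 min at room temperature. After a 10 s baseline, compound was added and calcium influx was read kinetically for 3 min (ex 480/em 520 nm).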
TCR act: Activators of T cell receptors: qHTS campaign; primary human leukocytes, anti-CD3, IL-2 HTRF, 48 h; Potency, µM (highest dose often 9.22 µM), for the others: at the highest dose activation of IL-2 secretion, hits mostly activators; 330,000 tested, under 10 active; AID 504894, 2011; note: % of control where 0% means no effect
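Primary human leukocytes incubated 48 hr with anti-CD3 beads plus compound, without co-stimulation. Secreted IL-2 measured by HTRF (europium cryptate/d2 anti-IL-2 pair, 320 nm excitation, 665 nm emission).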
AT treatment: qHTS Assay for Identifying a Potential Treatment of Ataxia-Telangiectasia | […] A-T fibroblasts, KAP-1 phosphorylation AlphaLISA; neocarzinostatin DNA damage 30 min before lysis | Potency, µM (titrated, usually from 57.5 µM), inactives show at the highest dose activation, actives largely listed as activators | 320,000 compounds, 0.19% hits | AID 485349, 2010; note: potency is the fitted concentration of half-maximal effect; % of control where 0% means no effect; nearly all actives have a fitted effect of over 45% in size
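hTERT-immortalized A-T patient fibroblasts ([…]), 500 cells/well in OPTI-MEM, 1% FBS, got compounds for 60 min, then NCS for 30 min at 37C. Lysates were then assayed for phospho-KAP-1 by AlphaLISA (anti-pKAP1 donor, anti-KAP1 acceptor beads), 6 hr at 25C.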
MLL CXXC-DNA inh: qHTS Fluorescence Polarization Assay for Inhibitors of MLL CXXC domain - DNA interaction | Potency, µM (series often up to 115 µM), for the others: top-dose activity change, negative = inhibition, usual class: inhibitors | Histone-lysine N-methyltransferase 2A (Homo sapiens), Q03164 | MLL-CXXC / FITC-HOXA9 DNA fluorescence polarization | AID 2662, 2010 | 290,000 compounds, 0.037% hits; active = well fitted inhibition curve with a large enough effect in the polarisation, with a control signal flat, not every such curve was filed as active; inconclusive = small, poorly fitted or top-dose-only effect, or effect the other way, or a change in a side signal; inactive = no such curve, though single readings can be large or run the other way; the % refers to the polarisation; note: potency is the fitted concentration of half-maximal effect
Target sequence (Q03164 whole entry, looked up, the tested form may be a part): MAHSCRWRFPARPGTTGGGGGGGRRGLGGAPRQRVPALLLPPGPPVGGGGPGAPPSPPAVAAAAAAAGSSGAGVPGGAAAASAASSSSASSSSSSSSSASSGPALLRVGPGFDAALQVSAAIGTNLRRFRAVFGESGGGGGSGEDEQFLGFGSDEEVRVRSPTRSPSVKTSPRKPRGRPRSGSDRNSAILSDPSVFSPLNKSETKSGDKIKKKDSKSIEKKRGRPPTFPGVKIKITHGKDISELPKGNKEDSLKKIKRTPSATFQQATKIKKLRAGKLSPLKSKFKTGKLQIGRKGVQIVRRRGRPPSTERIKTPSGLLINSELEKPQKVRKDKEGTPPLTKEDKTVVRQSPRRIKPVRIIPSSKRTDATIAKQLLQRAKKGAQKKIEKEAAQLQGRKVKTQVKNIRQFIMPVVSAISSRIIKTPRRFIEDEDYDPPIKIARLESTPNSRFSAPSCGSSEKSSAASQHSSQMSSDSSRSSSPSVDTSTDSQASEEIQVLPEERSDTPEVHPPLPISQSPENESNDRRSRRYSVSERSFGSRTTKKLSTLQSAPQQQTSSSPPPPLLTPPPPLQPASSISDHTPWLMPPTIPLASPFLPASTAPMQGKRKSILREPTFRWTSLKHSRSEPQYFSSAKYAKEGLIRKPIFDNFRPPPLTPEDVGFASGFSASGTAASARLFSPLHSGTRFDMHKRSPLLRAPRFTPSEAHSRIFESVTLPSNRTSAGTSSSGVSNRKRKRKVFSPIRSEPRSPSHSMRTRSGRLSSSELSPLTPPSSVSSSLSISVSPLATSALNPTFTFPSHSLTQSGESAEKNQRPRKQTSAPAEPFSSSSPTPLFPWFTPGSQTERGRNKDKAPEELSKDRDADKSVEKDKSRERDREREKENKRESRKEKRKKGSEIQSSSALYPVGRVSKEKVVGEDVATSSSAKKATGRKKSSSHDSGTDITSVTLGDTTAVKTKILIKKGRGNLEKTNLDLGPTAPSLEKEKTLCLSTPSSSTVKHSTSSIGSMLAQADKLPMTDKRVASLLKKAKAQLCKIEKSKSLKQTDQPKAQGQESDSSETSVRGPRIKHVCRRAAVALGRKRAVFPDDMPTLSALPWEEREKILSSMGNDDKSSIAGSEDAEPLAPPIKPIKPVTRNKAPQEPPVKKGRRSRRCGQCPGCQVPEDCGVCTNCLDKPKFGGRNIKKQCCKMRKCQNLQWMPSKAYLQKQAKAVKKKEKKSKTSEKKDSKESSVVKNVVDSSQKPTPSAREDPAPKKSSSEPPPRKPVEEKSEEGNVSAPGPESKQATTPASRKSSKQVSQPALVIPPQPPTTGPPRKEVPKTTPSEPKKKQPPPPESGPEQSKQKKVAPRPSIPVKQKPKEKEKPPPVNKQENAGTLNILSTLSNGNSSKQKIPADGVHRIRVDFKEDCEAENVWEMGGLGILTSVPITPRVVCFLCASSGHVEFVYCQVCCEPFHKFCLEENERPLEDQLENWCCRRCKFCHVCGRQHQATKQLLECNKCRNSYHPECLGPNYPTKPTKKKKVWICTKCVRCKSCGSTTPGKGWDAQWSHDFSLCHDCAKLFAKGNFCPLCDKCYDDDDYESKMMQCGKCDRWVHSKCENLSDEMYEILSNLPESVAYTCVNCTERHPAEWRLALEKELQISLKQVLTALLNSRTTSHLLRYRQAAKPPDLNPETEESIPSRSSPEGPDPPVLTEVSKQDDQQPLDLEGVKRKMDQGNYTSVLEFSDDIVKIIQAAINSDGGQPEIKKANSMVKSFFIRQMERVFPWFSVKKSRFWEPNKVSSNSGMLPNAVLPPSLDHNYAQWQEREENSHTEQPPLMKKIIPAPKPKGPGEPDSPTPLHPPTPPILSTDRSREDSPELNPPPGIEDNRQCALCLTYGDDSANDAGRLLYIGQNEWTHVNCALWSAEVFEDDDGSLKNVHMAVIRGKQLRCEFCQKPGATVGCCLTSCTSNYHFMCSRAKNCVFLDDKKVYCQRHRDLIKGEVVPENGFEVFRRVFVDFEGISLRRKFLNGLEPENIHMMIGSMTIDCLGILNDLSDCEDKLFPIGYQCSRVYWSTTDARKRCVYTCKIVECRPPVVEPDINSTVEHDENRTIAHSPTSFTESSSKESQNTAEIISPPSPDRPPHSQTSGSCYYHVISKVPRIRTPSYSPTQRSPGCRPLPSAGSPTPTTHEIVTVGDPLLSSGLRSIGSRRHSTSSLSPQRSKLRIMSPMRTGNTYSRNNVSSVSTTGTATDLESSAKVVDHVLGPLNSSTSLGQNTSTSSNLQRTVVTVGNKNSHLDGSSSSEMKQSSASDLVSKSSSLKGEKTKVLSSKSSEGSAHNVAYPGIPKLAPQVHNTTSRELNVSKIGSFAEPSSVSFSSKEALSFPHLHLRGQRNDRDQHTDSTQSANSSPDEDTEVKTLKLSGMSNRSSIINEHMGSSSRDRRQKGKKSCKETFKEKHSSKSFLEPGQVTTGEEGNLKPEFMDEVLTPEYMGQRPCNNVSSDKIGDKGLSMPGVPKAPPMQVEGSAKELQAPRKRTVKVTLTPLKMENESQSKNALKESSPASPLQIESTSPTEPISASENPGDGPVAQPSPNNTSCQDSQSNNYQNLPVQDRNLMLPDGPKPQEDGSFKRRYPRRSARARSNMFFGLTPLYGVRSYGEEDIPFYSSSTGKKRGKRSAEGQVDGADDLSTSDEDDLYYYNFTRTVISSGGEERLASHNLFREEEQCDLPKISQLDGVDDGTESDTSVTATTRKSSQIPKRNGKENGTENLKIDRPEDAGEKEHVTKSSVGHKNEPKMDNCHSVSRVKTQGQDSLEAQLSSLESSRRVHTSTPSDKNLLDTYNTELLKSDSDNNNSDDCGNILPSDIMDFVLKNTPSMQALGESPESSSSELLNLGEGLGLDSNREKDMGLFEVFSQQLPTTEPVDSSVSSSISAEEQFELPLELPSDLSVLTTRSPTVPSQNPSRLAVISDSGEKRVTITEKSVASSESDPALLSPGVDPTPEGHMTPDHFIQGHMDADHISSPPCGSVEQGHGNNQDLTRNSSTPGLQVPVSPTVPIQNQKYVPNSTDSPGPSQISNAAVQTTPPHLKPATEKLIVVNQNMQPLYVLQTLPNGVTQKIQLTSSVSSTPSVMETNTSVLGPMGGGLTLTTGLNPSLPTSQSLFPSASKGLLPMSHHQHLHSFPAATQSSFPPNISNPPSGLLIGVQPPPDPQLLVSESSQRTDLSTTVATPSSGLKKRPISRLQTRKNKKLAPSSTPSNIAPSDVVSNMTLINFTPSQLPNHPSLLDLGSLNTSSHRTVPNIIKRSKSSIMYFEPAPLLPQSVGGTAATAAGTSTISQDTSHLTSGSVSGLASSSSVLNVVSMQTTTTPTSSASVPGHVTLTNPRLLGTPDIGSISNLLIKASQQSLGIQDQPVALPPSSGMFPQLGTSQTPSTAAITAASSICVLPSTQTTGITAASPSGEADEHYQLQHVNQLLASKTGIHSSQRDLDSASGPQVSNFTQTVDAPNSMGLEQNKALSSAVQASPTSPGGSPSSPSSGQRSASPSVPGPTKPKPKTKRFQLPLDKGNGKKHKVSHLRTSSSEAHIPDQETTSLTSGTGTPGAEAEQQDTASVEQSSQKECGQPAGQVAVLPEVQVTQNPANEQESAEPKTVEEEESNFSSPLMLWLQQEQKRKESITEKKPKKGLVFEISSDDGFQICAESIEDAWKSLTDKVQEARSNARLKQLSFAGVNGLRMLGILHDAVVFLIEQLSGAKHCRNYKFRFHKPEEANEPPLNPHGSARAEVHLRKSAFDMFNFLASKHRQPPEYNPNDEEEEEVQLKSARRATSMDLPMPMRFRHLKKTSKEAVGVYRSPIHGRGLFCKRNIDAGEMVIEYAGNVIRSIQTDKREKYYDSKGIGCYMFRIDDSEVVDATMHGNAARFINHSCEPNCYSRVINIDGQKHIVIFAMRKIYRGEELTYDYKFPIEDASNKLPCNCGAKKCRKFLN
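Steps: dispense CXXC domain solution (7 uM) → pin compounds or unlabeled HOX-A9 DNA control → 5 min ambient → add FLSN-HOX-A9 solution (50 nM) → spin → 30 min ambient → fluorescence polarization. Tris pH 7.5/NaCl/DTT/BSA buffer.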
B2AR arrestin: qHTS assay of beta-arrestin-biased ligands of beta2-adrenergic receptor | Beta-2 adrenergic receptor (Homo sapiens), P07550 | beta-arrestin recruitment to beta2AR, cell-based reporter | Potency, µM (series often up to 46.1 µM), for inactives: at the top dose activation, usual class: activators | 330,000 compounds, 0.02% hits;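 note: potency is the fitted concentration of half-maximal effect; 0% = DMSO controls and full agonism = EC100 isoproterenol or metaproterenol; nearly all actives have a fitted effect of over 65% in size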
p53 reactivator: qHTS assay for re-activators of p53 using a Luc reporter. H1299 p53-A138V BP100-luciferase reporter, luminescence, 24 h. Potency, µM (top dose mostly 92.2 µM), inactives show at the highest dose activity change, positive = activation, actives largely listed as activators. 320,000 compounds, 0.063% hits. AID 504706, 2011; note: potency is the fitted concentration of half-maximal effect; % of control where 0% means no effect; nearly all actives have a fitted effect of over 45% in size
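p53-null H1299 cells stably carrying temperature-sensitive p53-A138V and a BP100-luciferase reporter were pinned with compounds (4-point, 1:5 series) and held 24 hrs at 37 deg C. Luminescence was read 10 min after detection reagent.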
TSG101-PTAP inh: qHTS Assay for Iinhibitors of HIV-1 Budding by Blocking the Interaction of PTAP/TSG101; Fluorescence polarization, FITC-PTAP peptide / Tsg101 binding; 340,000 tested, under 10 active; Potency, µM (doses to about 115 µM), for inactives: at the top dose activity change, negative = inhibition, most hits filed as inhibitors; Tumor susceptibility gene 101 protein (Homo sapiens), Q99816; active = well fitted inhibition curve with a large enough effect in the main read-out, with a control signal flat, not every such curve was filed as active; inconclusive = small, poorly fitted or top-dose-only effect, or effect the other way, or a change in a side signal; inactive = no such curve, though single readings can be large or run the other way; note: potency is the fitted concentration of half-maximal effect; % of control where 0% means no effect
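Steps: Tsg101 binding domain dispensed (10 uM final), compounds pinned in DMSO, FITC-labeled PTAP-motif peptide added (50 nM final); after 20 min binding at room temperature, polarization measured.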
a7 integrin act: qHTS for Activators of Integrin-Mediated Alleviation for Muscular Dystrophy; alpha7betagal myoblasts, beta-gal FDG fluorescence, 48 h; AID 624291, 2012; 350,000 compounds, 0.064% hits; Potency, µM (series often up to 38.3 µM), for inactives: top-dose activation, hits mostly activators;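 note: potency is the fitted concentration of half-maximal effect; 100% = response of the positive control SU9516; nearly all actives have a fitted effect of over 60% in size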
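alpha7betagal+/- myoblasts (passage 13, 250/well) treated 48 h at 37C with compounds at 1:260 dilution of DMSO stock. Lysed, then beta-galactosidase activity read as FDG fluorescence (ex 480/em 540) after 30 min, with pre-read for autofluorescence.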
ELG1 repair inh: qHTS screen for small molecules that inhibit ELG1-dependent DNA repair in human embryonic kidney (HEK293T) cells expressing luciferase-tagged ELG1 | Potency, µM (series often up to 46.1 µM), without a hit: at the top dose activity change, negative = inhibition, most hits filed as inhibitors | 330,000 compounds, 2.3% hits | HEK293T ELG1-luciferase reporter, luminescence, 16 h; DNA damage induced by 5-fluorouridine; note: potency is the fitted concentration of half-maximal effect; % is set by controls: 0 for no effect and ±100 for the full control effect; nearly all actives have a fitted effect of over 55% in size
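Step one: seed 2,000 cells per well. Step two: pin-transfer compound or DMSO alongside 5-fluorouridine. Step three: incubate 16 hr, 37 °C, 5% CO2. Step four: add ONE-Glo, wait 30 min, read luminescence.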
BRCA1 expr act: qHTS Assay to Identify Small Molecule Activators of BRCA1 Expression; MCF7-BRCA1-FFLuc reporter, luminescence, 48 h; response scale: scaled: vehicle 0%, 10 µM genistein 100%; 380,000 compounds, 1.1% hits; Potency, µM (series often up to 46.1 µM), for the others: at the highest dose activation, usual class: activators; note: potency is the fitted concentration of half-maximal effect; nearly all actives have a fitted effect of over 80% in size; some results filed as inactive show a strong effect at the top dose
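Luminescence from a BRCA1-driven firefly luciferase in MCF7 cells was read after 48 h compound exposure at 37 C. Data normalized against DMSO and a 10microM genistein activation control, then curve-fitted across the titration.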
Numbers without * were called inactive; ? = inconclusive; . = no result given; & = joins results of further samples; [ ] = dose if it differs, or a comment. Unless noted, calls come from the whole dose curve; as a rule, active = well fitted curve in the direction sought with a large enough effect; inconclusive = small, poorly fitted or top-dose-only effect, or another doubt; inactive = no such curve, though single readings can be large; an effect the other way counts as inactive or inconclusive. This is a random part of the collection. Share with any hit: about 3.8%.

# | structure | TRPV1 ag | TCR act | AT treatment | MLL CXXC-DNA inh | B2AR arrestin | p53 reactivator | TSG101-PTAP inh | a7 integrin act | ELG1 repair inh | BRCA1 expr act
1 | COc1ccc(S(N)(=O)=O)cc1C(=O)OCC(=O)N1c2ccccc2NC(=O)C1(C)C | . | 7% | 6% | . | -0.3% | -4% | 2% | 7% | -5% | 0%
2 | Cc1ccc(N2C(=O)CC(N3CCN(C4CCc5ccccc5C4)CC3)C2=O)cc1 (stereo not given) | 0 | 3% | -3% | 1% | -0.5% | 2% | -7% | -14% | 0% | -19%
3 | CCCC1=NN(C(=O)CCc2ccccc2O)C(O)(C(F)(F)F)C1 (stereo not given) | 0 | -3%[46.1 µM] | 5% | 6% | 0.3% | 2% | 1% | -7% | 5% | 10%
4 | NC(=O)NC(Cc1ccccc1)C(=O)NNC(=O)COc1ccccc1Cl (stereo not given) | . | -8% | 2% | . | -0.6% | -7% | -8% | -11% | 3% | -18%
5 | COc1cc(OC)cc(C(=O)N[C@H](C(=O)NCCc2c[nH]c3ccccc23)C(C)C)c1 | -4 | 2% | 0% | 10% | -0.4% | 1% | -1% | 7% | -15% | -17%
6 | CN(C)C(=O)Cn1c(SCC(=O)NCc2ccc3c(c2)OCO3)nc2ccccc21 | -4 | 1%[46.1 µM] | 2% | 8% | 0.1% | -6% | 0% | -4% | 2% | 20%
7 | Nc1ccccc1SCc1c(Cl)cccc1Cl | 8 | -8% | 13% | -16% | -1.0% | 0% | -1% | 20% | 0% | -40%
8 | CCOC(=O)c1cnc2c(-c3ccccc3OC)c(C)nn2c1C | 0 | -63% | -4% | 2% | 0.0% | 4% | -2% | -25% | ? | -2%
9 | Cc1ccc(S(=O)(=O)N2Cc3ccccc3CC2C(=O)Nc2ccc3c(c2)OCO3)cc1 (stereo not given) | 1 | 1% | -1% | 3% | -0.1% | ? | -5% | -8% | -1% | 12%
10 | O=C(/C=C/c1cc([N+](=O)[O-])ccc1OC(F)F)Nc1cccc2ccccc12 | -1 | 2%[46.1 µM] | 1% | 13% | -0.2% | -7% | 2% | -5% | ? | -27%
11 | O=C(COC(=O)c1cnccn1)c1cccc([N+](=O)[O-])c1 | -1 | 3% | -1% | -9% | -0.8% | 2% | 0% | 40% | ? | 7%
12 | O=C(CSCc1ccccc1)N1CCN(c2ccccc2)CC1 | ? | -2%[46.1 µM] | -2% | 14% | -0.4% | ? | 0% | 1% | ? | 11µM*
13 | COC(=O)c1nn(Cc2ccccc2)c(=O)c2ccccc12 | ? | 6%[46.1 µM] | -10% | -5% | -0.1% | -8% | -2% | -30% | -3% | -15%
14 | O=C(NCC(c1ccco1)N1CCCCC1)c1cnc(Cl)c(Cl)c1 (stereo not given) | . | -7% | 0% | . | 0.0% | 0% | -1% | 39% | 8% | -37%
15 | CCC1(c2ccc(F)cc2)NC(=O)N(CC(=O)Nc2cccc(S(=O)(=O)N3CCCC3)c2)C1=O (stereo not given) | . | -9% | . | . | . | . | -2% | 0% | . | -7%
16 | CN(C)CCCN(C(=O)c1ccc(S(=O)(=O)N2CCCC2)cc1)c1nc2c(F)cc(F)cc2s1 | 1 | 0% | -10% | . | -0.2% | 0% | -4% | 13% | 4% | 13%
17 | CCOc1ccc2[nH]c(=O)c(CN(CCCN3CCOCC3)C(=O)Nc3ccc(F)cc3)cc2c1 | . | -1% | . | . | . | . | -3% | -15% | . | 0%
18 | Cc1ccc(C2CN(c3ccccc3)CC2C(=O)c2ccc(F)cc2)cc1 (stereo not given) | ? | 25% | 3% | -4% | -0.5% | 5% | -1% | -16% | -6% | -16%
19 | CCCCn1c(N)c(N(Cc2ccccc2OC)C(=O)c2cc(CC)c(C)s2)c(=O)[nH]c1=O | -2 | 8% | 1% | . | 0.3% | -1% | 0% | 17% | 3% | -24%
20 | CCC(=O)NC1CC2CCCC(C1)N2Cc1ccc(C)cc1 (stereo not given) | 3 | -7% | 0% | 1% | -0.1% | ? | -3% | -32% | -3% | 11%
21 | C=CCCC(=O)N1C[C@H]2CON(C)[C@H]2C[C@H]1c1ccccc1Br | . | 6% | . | . | . | . | -1% | 5% | . | 5%
22 | Cn1c(SCC(=O)Nc2ccccc2)nnc1-c1ccc(NC(=O)CCc2ccccc2)cc1 | -1 | -8%[46.1 µM] | 5% | 21% | -0.7% | 9% | -8% | 28% | ? | 0%&21%
23 | O=S(=O)(c1ccc(Cl)nc1)N1CCOCC1 | . | 5% | -3% | . | -0.6% | 1% | -8% | 10% | 26% | -2%
24 | COCC(=O)OCC(=O)N1N=C(c2ccc(Cl)cc2)CC1c1ccco1 (stereo not given) | -2 | -4% | 5% | -5% | 0.1% | -4% | -4% | 7% | 11% | -2%
25 | O=C(CC1SC(=NCc2ccccc2)NC1=O)Nc1ccccc1 (stereo not given) | -9 | -2%[46.1 µM] | 7% | 1% | -1.1% | 4% | 1% | ? | 1% | 1%
26 | CCOCCCNC(=O)c1c[nH]c2cc(OC)ccc2c1=O | 0 | -7% | 6%[11.5 µM] | -10% | -0.8% | 6% | -4% | -56%[inhibitor] | 2% | 14%
27 | COc1ccc(Nc2cc(Sc3ccc(OC)cc3)ncn2)cc1 | 7 | 6% | -23% | 7% | -0.6% | 5% | -10% | ? | ? | -31%
28 | CC(C(=O)NN)n1nnc(N2CCOCC2)n1 (stereo not given) | 0 | 15% | 7% | -2% | -0.1% | 5% | 2% | -15% | 7% | 15%
29 | CCn1c(SCc2nc3ccccc3[nH]2)nnc1-c1ccncc1 | 4 | -4% | 2% | 6% | 0.2% | -4% | -1% | 21% | 0% | -1%
30 | COc1cc(-c2n[nH]c(=S)n2-c2ccccc2C(F)(F)F)cc(OC)c1OC | 1 | -2% | -3% | 0% | -0.1% | -5% | -2% | 10% | ? | -12%
31 | CC(C(=O)Nc1ccccc1Sc1ccccc1)N(c1ccccc1)S(C)(=O)=O (stereo not given) | 2 | 3% | 6% | 0% | 4.5% | 3% | -3% | -3% | 8% | -33%
32 | Oc1c(Cl)cc(CN2CCCCC2)c2cccnc12 | -2 | . | -13% | 9% | ? | -4% | . | . | ? | .
33 | COc1ccc(C(CNC(=O)c2cc(F)c(F)c(F)c2F)N2CCOCC2)cc1 (stereo not given) | 3 | 2% | -14% | -9% | 0.2% | -3% | 1% | -10% | 12% | -2%
34 | CC1CCN(S(=O)(=O)c2cccc(C(=O)Nc3ccccn3)c2)CC1 | 5 | 3% | 7% | -3% | -0.5% | -7% | -7% | -2% | -18% | 2%
35 | O=C(CCCCCn1c(=O)[nH]c2ccsc2c1=O)NCc1ccc(F)cc1 | -1 | -3% | 3% | 6% | 0.5% | -8% | 0% | -14% | ? | 0%
36 | Cc1nc(C(=O)Nc2ccc(Cl)cc2)sc1C1(C)CC(c2cccc([N+](=O)[O-])c2)=NO1 (stereo not given) | . | 0% | . | . | . | . | -6% | 4% | . | -6%
37 | O=C(CSc1nnc(-c2ccccc2)c(-c2ccccc2)n1)N1CCOCC1 | 30 | 6% | 1% | 0% | 0.4% | 4% | -3% | 16% | -5% | 15%
38 | CC(C)(C)NC(=O)Cn1c(SCC(=O)NC2CC2)nc2ccccc21 | -7 | -3% | 11% | 43% | 0.1% | -4% | -1% | 10% | 7% | -12%
39 | O=C(O)c1ccc(Nc2ccc(Cl)c(Cl)c2)c([N+](=O)[O-])c1 | 0 | -1% | 14% | 7% | -0.6% | -2% | -8% | ? | -3% | -3%
40 | Cc1ccc(NC(=S)Nc2c(C)n(C)n(-c3ccccc3)c2=O)cc1 | -1 | 5%[46.1 µM] | -5% | -1% | -0.2% | 2% | -1% | 0% | 0% | 3%
41 | Cc1cc2[nH]c(=O)c(=O)[nH]c2cc1S(=O)(=O)Nc1cccc(C)c1C | 6 | 4% | 7% | 2% | -0.3% | 2% | 0% | -8% | 12% | 1%

Screening data deposited in PubChem BioAssay by National Center for Advancing Translational Sciences (NCATS).
